From PubChem
GASC1 inh = inhibitors of GASC-1 (KDM4C) histone demethylase, primary screen, biochemical, single concentration HTS | Lysine-specific demethylase 4C (Homo sapiens), Q9H3R0 | GST-KDM4C 2-372, H3K9me3 peptide, LANCE TR-FRET | 0.15% of 96,000 active | AID 720574, 2013 | inhibition, % at 12.5 µM;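 active = mean replicate inhibition above about 25%, with at least 55% of replicates also reaching it, limit read from the data, passing the limit was not always enough; inconclusive = only one of those two conditions met; inactive = neither condition met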
Target sequence (Q9H3R0 2-372 limits assumed): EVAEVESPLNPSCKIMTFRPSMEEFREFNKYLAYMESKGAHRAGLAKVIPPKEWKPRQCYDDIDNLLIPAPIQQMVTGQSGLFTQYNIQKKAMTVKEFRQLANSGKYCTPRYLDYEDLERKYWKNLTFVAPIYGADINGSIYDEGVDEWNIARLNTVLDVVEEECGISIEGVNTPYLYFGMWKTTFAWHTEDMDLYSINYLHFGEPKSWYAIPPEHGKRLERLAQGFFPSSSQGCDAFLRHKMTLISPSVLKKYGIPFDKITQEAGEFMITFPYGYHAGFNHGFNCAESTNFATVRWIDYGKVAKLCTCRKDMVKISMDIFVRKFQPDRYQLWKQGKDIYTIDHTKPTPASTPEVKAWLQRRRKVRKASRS
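reagent = H3K9me3 peptide substrate, Fe(II), 2-oxoglutarate | system = GST-tagged GASC-1 (JMJD2C) catalytic fragment, aa 2-372 | amount = enzyme final amount 10 nM | read-out = Fall in 671/618 emission ratio as inhibition | medium = HEPES buffer, pH 7.5, plus ascorbate | schedule = 30 min reaction, 60 min detection, RT | measured by = LANCE TR-FRET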
T cruzi growth = T. cruzi intracellular proliferation inhibitors, primary screen, cell-based, beta-gal Tulahuen parasites, NIH3T3 host, luminescence; T. cruzi beta-gal in NIH3T3, GalScreen luminescence, 90 h; inhibition, % at 8.34 µM; 5.9% of 77,000 active; AID 624255, 2012;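 active = mean inhibition above about 93%, with at least 55% of replicates each passing it, limit read from the data, passing the limit was not always enough; inconclusive = only one of those two conditions holds; inactive = neither condition holds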
C diff growth = C. difficile growth inhibitors, primary screen, HTS; 0.25% of 86,000 active; AID 1259249, 2017; growth activity, negative = inhibition, % at 16 µg/mL (by protocol); Clostridium difficile clinical isolate growth, OD600, 24 h; stronger effect = lower value;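 active = mean growth activity at or below -80% and every replicate also at or below -80%; inconclusive = mean at or below -80% but some replicate above -80%; inactive = mean growth activity above -80%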;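 note: 0% = DMSO wells and -100% = levofloxacin 16 µg/mL wells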
Pf Dd2 growth = P. falciparum Dd2 growth inhibitors, primary screen, SYBR Green fluorescence, single dose replicates; 2.3% of 94,000 active; activity change, % at 10 µM; 72 h; stronger effect = lower value; AID 1159554, 2015; in the data active = activity change below about -80%; inconclusive = no clear call, values can overlap the other calls
Numbers without * were called inactive; ? = inconclusive; . = not tested or not shown; & = joins results of further samples.

SMILES | GASC1 inh | T cruzi growth | C diff growth | Pf Dd2 growth
C[C@@H]1CN([C@@H](C)CO)C(=O)c2cc(NS(C)(=O)=O)ccc2O[C@@H](C)CCCCO[C@@H]1CN(C)C(=O)Nc1ccc2c(c1)OCO2 | . | -30 | -2 | 16
C[C@@H]1CN([C@@H](C)CO)S(=O)(=O)c2ccc(C#Cc3cccc(F)c3)cc2O[C@H]1CN(C)C(=O)CN1CCOCC1 | -0.2 | 54 | -15 | -59
C[C@@H]1CN([C@H](C)CO)C(=O)c2cccc(NS(C)(=O)=O)c2O[C@@H]1CN(C)S(=O)(=O)c1ccccc1 | 5.4 | -33 | 7 | -16
C[C@H](CO)N1C[C@H](C)[C@@H](CN(C)Cc2ccc(Cl)c(Cl)c2)Oc2c(NC(=O)c3nc4ccccc4s3)cccc2C1=O | 0.8 | 102* | 10 | -39
C[C@@H]1CN([C@@H](C)CO)S(=O)(=O)c2ccc(C#CC3CC3)cc2O[C@@H]1CN(C)CC1CCOCC1 | -0.7 | 58 | 2 | -14
C[C@H](CO)N1C[C@H](C)[C@@H](CN(C)CC2CCCCC2)Oc2ccc(NC(=O)C3CCCCC3)cc2CC1=O | 2.6 | 37 | -3 | -39
CO[C@@H]1CN(C)C(=O)c2ccc(NS(=O)(=O)c3ccccc3C)cc2OC[C@@H](C)N(C)C[C@@H]1C | 0.1 | 30 | . | -19
C[C@@H]1CCCCO[C@@H](CN(C)Cc2ccc(C(=O)O)cc2)[C@@H](C)CN([C@H](C)CO)C(=O)c2cc(NC(=O)Nc3ccccc3)ccc2O1 | 1.6 | -46 | 1 | 55
CO[C@@H]1CN(C)C(=O)c2ccc(NC(=O)c3cc(C)on3)cc2OC[C@@H](C)N(CC2CC2)C[C@H]1C | 1.2 | . | -2 | 6
C[C@@H]1CN([C@H](C)CO)C(=O)c2cc(-c3ccncc3)cnc2O[C@H]1CN(C)C(=O)CN1CCOCC1 | -0.7 | . | 2 | 42
Cc1noc(C)c1S(=O)(=O)Nc1ccc2c(c1)C(=O)N([C@H](C)CO)C[C@@H](C)[C@@H](CN(C)C(=O)C1CCCCC1)OCCCC[C@H](C)O2 | -1.1 | 48 | 4 | -53
CC(C)OC(=O)N(C)C[C@@H]1OCc2ccccc2-c2ccccc2C(=O)N([C@@H](C)CO)C[C@H]1C | 0.2 | 32 | -1 | 6
C[C@@H]1CCCCO[C@@H](CN(C)C(=O)c2ccccc2)[C@H](C)CN([C@@H](C)CO)C(=O)c2cc(NC(=O)C3CCCCC3)ccc2O1 | -2.5 | 59 | -2 | -20
Cc1cccc(-c2ccc(C3[C@@H]4CN(C(=O)C5CCC5)C[C@H]3N4)cc2)c1 (stereo partly drawn) | . | . | 38 | -69
C[C@@H]1CN([C@H](C)CO)C(=O)c2cc(NC(=O)Nc3ccc4c(c3)OCO4)ccc2O[C@@H]1CN(C)C(=O)Nc1ccc(F)cc1 | 15 | 16 | 14 | -10
C[C@@H]1CN([C@@H](C)CO)C(=O)c2cc(NS(C)(=O)=O)ccc2O[C@@H]1CN(C)Cc1ccc(C(=O)Nc2ccccc2N)cc1 | 0.0 | . | -5 | -37
Cc1ccc(S(=O)(=O)Nc2ccc3c(c2)CC(=O)N([C@H](C)CO)C[C@H](C)[C@@H](CN(C)Cc2ccc(C(=O)Nc4ccccc4N)cc2)O3)cc1 | -0.7 | . | 0 | -85*
CCC(=O)N1[C@H](CO)[C@H](c2ccccc2)[C@H]1CN(C)C(=O)c1ccccc1F | -2.8 | 19 | -5 | 8
CCCNC(=O)N(C)C[C@H]1Oc2cc(-c3ccncc3)ccc2S(=O)(=O)N([C@H](C)CO)C[C@H]1C | 6.7 | 57 | -1 | 71
COc1ccc(NC(=O)N(C)C[C@@H]2Oc3ccc(NC(=O)Cn4cnnn4)cc3C(=O)N([C@H](C)CO)C[C@@H]2C)cc1 | 0.9 | -62 | . | 38
C[C@@H]1CCCCO[C@@H](CN(C)CC2CCCCC2)[C@H](C)CN([C@H](C)CO)C(=O)c2cc(NC(=O)C3CCCCC3)ccc2O1 | 0.3 | 51 | 5 | -36
COC(=O)C[C@@H]1C[C@@H]2c3cc(NC(=O)NC4CCCCC4)ccc3O[C@@H]2[C@@H](CO)O1 | 0.5 | -10 | . | 38
C[C@@H]1CN([C@@H](C)CO)C(=O)c2cc(NC(=O)Nc3cccc4ccccc34)ccc2O[C@H]1CN(C)C(=O)Nc1ccc2c(c1)OCO2 | 1.6 | 30 | 10 | -3
COc1ccccc1CNC(=O)C[C@@H]1C[C@H]2c3cc(NC(=O)C4CCOCC4)ccc3O[C@H]2[C@H](CO)O1 | -0.2 | 58 | 1 | 8
O=C(c1ccncc1)N1CC(=O)N2[C@H](CO)[C@H](c3ccc(-c4ccccc4)cc3)[C@H]2C1 | 0.3 | . | 1 | -62
CNC[C@@H]1Oc2c(NS(C)(=O)=O)cccc2C(=O)N([C@@H](C)CO)C[C@@H]1C | 0.0 | -9 | 0 | -3
C[C@@H]1CCCCO[C@H](CN(C)Cc2ccncc2)[C@@H](C)CN([C@@H](C)CO)C(=O)c2cc(NC(=O)NC3CCCCC3)ccc2O1 | 0.9 | 49 | -2 | -31
COc1ccc(NC(=O)N[C@@H]2CC[C@H](CCNC(=O)Nc3cc(F)ccc3F)O[C@@H]2CO)cc1 | 0.0 | 37 | -3 | -18
CN1[C@@H]2Cn3c(ccc(-c4ccccc4)c3=O)[C@H]1[C@@H](C(=O)NCC1CCCCC1)[C@@H]2CO | -0.9 | 73 | 1 | .
CC=Cc1ccc2n(c1=O)C[C@@H]1[C@@H](CO)[C@H](C(=O)NCc3ccccc3F)N(S(C)(=O)=O)[C@H]21 (mixture of isomers) | -0.1 | 60 | 4 | 13
Cc1noc(C)c1NC(=O)N(C)C[C@H]1OCCCC[C@@H](C)Oc2ccc(NS(=O)(=O)c3cn(C)cn3)cc2C(=O)N([C@H](C)CO)C[C@H]1C | -8.0 | -19 | 0 | 53
C[C@@H]1CCCCO[C@H](CN(C)C(=O)Nc2ccc(F)cc2)[C@@H](C)CN([C@@H](C)CO)C(=O)c2cc(NC(=O)Nc3ccccc3)ccc2O1 | -2.2 | 51 | 6 | -72
Cc1ccc(S(=O)(=O)N[C@H]2CC[C@H](CC(=O)N3CCC(Cc4ccccc4)CC3)O[C@@H]2CO)cc1 | -2.0 | 33 | 1 | 2
C[C@H]1CN([C@@H](C)CO)C(=O)c2cc(NC(=O)CCC(F)(F)F)ccc2O[C@H]1CN(C)Cc1ccc2c(c1)OCO2 | 1.4 | 15 | -4 | 6
C[C@@H]1CN([C@@H](C)CO)C(=O)c2cc(C#Cc3ccccn3)cnc2O[C@H]1CN(C)Cc1ccncc1 | 0.5 | ? | -4 | 22
Cc1ccc(-c2ccc3c(c2)O[C@@H](CN(C)Cc2ccc(F)cc2)[C@@H](C)CN([C@H](C)CO)S3(=O)=O)cc1 | 0.9 | 92 | 8 | -69
C[C@@H]1CN([C@@H](C)CO)C(=O)c2cc(NC(=O)Nc3ccc(C(F)(F)F)cc3)ccc2O[C@@H](C)CCCCO[C@H]1CN(C)S(=O)(=O)c1cn(C)cn1 | 0.5 | 22 | 0 | -30
C[C@H]1CN([C@@H](C)CO)C(=O)Cc2cc(NS(=O)(=O)c3ccccc3)ccc2O[C@H]1CN(C)Cc1ccc(C(=O)Nc2ccccc2N)cc1 | -2.6 | 48 | 1 | -77
Cc1ccc(S(=O)(=O)Nc2ccc3c(c2)C(=O)N(C)[C@@H]2CC[C@H](CC(=O)O)O[C@H]2CO3)cc1 | 6.0 | -2 | -1 | 4
CO[C@H]1CN(C)C(=O)c2ccc(NS(=O)(=O)c3c(C)noc3C)cc2OC[C@H](C)NC[C@@H]1C | -0.2 | -3 | . | 18

3 entries already listed, ordered by length of the SMILES, descending.
SMILES | GASC1 inh | T cruzi growth | C diff growth | Pf Dd2 growth
C[C@@H]1CCCCO[C@@H](CN(C)C(=O)c2ccccc2)[C@H](C)CN([C@@H](C)CO)C(=O)c2cc(NC(=O)C3CCCCC3)ccc2O1 | -2.5 | 59 | -2 | -20
CN1[C@@H]2Cn3c(ccc(-c4ccccc4)c3=O)[C@H]1[C@@H](C(=O)NCC1CCCCC1)[C@@H]2CO | -0.9 | 73 | 1 | .
C[C@@H]1CN([C@@H](C)CO)C(=O)c2cc(C#Cc3ccccn3)cnc2O[C@H]1CN(C)Cc1ccncc1 | 0.5 | ? | -4 | 22

(continued)
SMILES | GASC1 inh | T cruzi growth | C diff growth | Pf Dd2 growth
CCNC(=O)[C@H]1[C@H](CO)[C@H]2Cn3c(ccc(-c4ccccc4F)c3=O)[C@H]2N1CC | 3.7 | 15 | -1 | 9
O=C(C[C@H]1C=C[C@H](NC(=O)Nc2cc(F)ccc2F)[C@H](CO)O1)NCc1ccncn1 | 1.3 | 24 | 4 | 22
COc1ccc2c3c([nH]c2c1)[C@@H](CO)N(CC1CCOCC1)CC31CN(C(=O)c2ccc(F)cc2)C1 | 1.3 | . | 4 | -70
CO[C@@H]1CC[C@H]2CCOc3c(C#N)cccc3C(=O)N(C)C[C@@H](c3ccccc3)CC(=O)N(C)C[C@H]1O2 | 1.5 | 46 | . | -17
COc1ccc2c3c([nH]c2c1)[C@H](CO)N(C(=O)CC1CC1)CC31CCN(C(=O)c2ccccc2)CC1 | -0.9 | . | -5 | -15
CC(C)NC(=O)N(C)C[C@H]1OCCCC[C@H](C)Oc2ccc(NS(=O)(=O)c3ccccc3)cc2C(=O)N([C@H](C)CO)C[C@@H]1C | -0.5 | -56 | -1 | 25
OC[C@H]1[C@H]2c3ccccc3NC[C@H]2N1CC1CCCCC1 | 2.1 | -27 | 17 | -29
COCC(=O)N1CC(=O)N2[C@H](CO)[C@@H](c3ccc(C#Cc4cccc(OC)c4)cc3)[C@@H]2C1 | 0.3 | . | -11 | -2
O=C(c1ccccc1F)N1CC(=O)N2[C@H](C1)[C@H](c1ccc(C#Cc3ccccc3)cc1)[C@@H]2CO | -0.1 | . | 1 | 1
C[C@H](CO)N1C[C@H](C)[C@@H](CN(C)S(=O)(=O)c2cccs2)Oc2ccc(NS(=O)(=O)c3ccc(F)cc3)cc2C1=O | 2.1 | . | -4 | -10
CC(C)CC#Cc1cnc2c(c1)C(=O)N([C@@H](C)CO)C[C@@H](C)[C@@H](CN(C)S(=O)(=O)c1ccccc1)O2 | -2.2 | 60 | -5 | -27
COc1ccc2c3c(n(C)c2c1)[C@@H](CO)N(C(=O)C1CCCC1)CC31CCN(C(=O)Nc2cccc(F)c2)CC1 | -1.9 | . | 0 | -91*
Cc1ccc(S(=O)(=O)NC[C@@H]2CC[C@@H]3[C@@H](CN3Cc3ccccc3C(=O)O)O2)cc1 | . | . | -4 | 21
C[C@H](CO)N1C[C@H](C)[C@H](CN(C)C)Oc2ccc(NS(=O)(=O)c3ccc(Cl)cc3)cc2CC1=O | 0.1 | . | 0 | 5
C[C@H](CO)N1C[C@H](C)[C@H](CN(C)Cc2ccc(-c3ccccc3)cc2)OCc2cn(nn2)CCCC1=O | 1.1 | -23 | 1 | 11
C[C@H]1CN([C@@H](C)CO)C(=O)c2cc(Br)cnc2O[C@H]1CN(C)C(=O)C1CC1 | -0.5 | 22&19 | 2&-3 | 40&27
CC(C)CC#Cc1cnc2c(c1)C(=O)N([C@@H](C)CO)C[C@@H](C)[C@H](CN(C)Cc1ccccc1)O2 | 3.1 | 30 | 1 | -29
CCCNC(=O)N1C[C@@H](O)COC[C@H]2O[C@@H](CC(=O)NCc3ccncn3)CC[C@@H]21 | -1.7 | -21 | -1&-1 | 10
O=C(NCC[C@H]1CC[C@@H](NC(=O)C2CCCC2)[C@H](CO)O1)c1cc(Cl)cc(Cl)c1 | -4.2 | . | 0 | -2
C[C@@H]1CN([C@@H](C)CO)C(=O)c2cc(NC(=O)C3CC3)ccc2O[C@@H]1CN(C)S(=O)(=O)c1ccccc1 | -1.9 | . | -2 | 7
COc1ccc(NC(=O)N(C)C[C@H]2OCCCC[C@H](C)Oc3ccc(NC(=O)C4CCCCC4)cc3C(=O)N([C@H](C)CO)C[C@@H]2C)cc1 | -0.5 | 49 | 0 | -68

As a working copy, part of the list above:
SMILES | GASC1 inh | T cruzi growth | C diff growth | Pf Dd2 growth
CCNC(=O)[C@H]1[C@H](CO)[C@H]2Cn3c(ccc(-c4ccccc4F)c3=O)[C@H]2N1CC | 3.7 | 15 | -1 | 9
O=C(C[C@H]1C=C[C@H](NC(=O)Nc2cc(F)ccc2F)[C@H](CO)O1)NCc1ccncn1 | 1.3 | 24 | 4 | 22
COc1ccc2c3c([nH]c2c1)[C@@H](CO)N(CC1CCOCC1)CC31CN(C(=O)c2ccc(F)cc2)C1 | 1.3 | . | 4 | -70
